BAZ2B inh: blocks human BAZ2B. 4.4% of 360,000 active. Q9UIF8. AID 504333. Potency, µM (highest dose often 114 µM), for the others: at the top dose activity change, negative = inhibition, usual class: inhibitors. AlphaScreen BAZ2B-H3K14Ac peptide displacement; note: % is set by controls: 0 for no effect and ±100 for the full control effect; nearly all actives have a fitted effect of over 60% in size
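In this displacement format the biotinylated H3(5-23) peptide acetylated at Lys14 serves as ligand at 50 nM, with BAZ2B at 50 nM in PBS pH 7.4 containing 0.01% Tween-20. Donor and acceptor beads are 10 ug/mL final.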
Pin1 inh: human Pin1 inhibition; Pin1 FP peptide displacement, HiFluor488, 10 min; Potency, µM (doses to about 115 µM), for inactives: at the highest dose activity, negative = inhibition, hits mostly inhibitors; 0.009% of 390,000 active; AID 504891; active = well fitted inhibition curve with a large enough effect in the polarisation, with a control signal flat, not every such curve was filed as active; inconclusive = small, poorly fitted or top-dose-only effect, or effect the other way, or a change in a side signal; inactive = no such curve, though single readings can be large or run the other way; the % refers to the polarisation; note: % is set by controls: 0 for no effect and ±100 for the full control effect
Target sequence (Q13526 whole entry, looked up): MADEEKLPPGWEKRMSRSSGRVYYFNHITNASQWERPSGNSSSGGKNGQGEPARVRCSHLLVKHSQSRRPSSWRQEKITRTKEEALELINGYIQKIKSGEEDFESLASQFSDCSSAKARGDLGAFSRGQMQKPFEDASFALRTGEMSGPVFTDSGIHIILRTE
GLS inh: blocks human kidney-isoform glutaminase activity; O94925; GLS enzymatic activity, qHTS titration; Potency, µM (doses to about 45.5 µM), for inactives: at the highest dose activity change, negative = inhibition, most hits filed as inhibitors; 0.21% of 410,000 active; note: % is set by controls: 0 for no effect and ±100 for the full control effect
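hKGA; 45 mM KH2PO4 pH 8.2 + 0.02% Tween-20; cpd via pin tool; 1 mM Gln soln; GluOx/HRP/Amplex Red; RT 30 min; fluor. t0 & final.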
POLI inh: blocks human DNA polymerase iota activity; Q9UNA4; Pol iota fluorescent replication assay, 10 min; Potency, µM (highest dose often 115 µM), for the others: top-dose activity, negative = inhibition, actives largely listed as inhibitors; 1% of 390,000 active
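Pol iota at 10 nM preincubated 15 min with compounds at room temperature; reaction started with fluorescent substrate, 50 nM final. Fluorescence read kinetically at 0 and 10 min; buffer-only wells as negative control.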
G9a block: G9a (human) methyltransferase inhibition | G9a H3K9 monomethylation, AlphaScreen, 2 h | Q96KQ7 | AID 504332 | Potency, µM (titrated, usually from 102 µM), for the others: top-dose activity, negative = inhibition, hits mostly inhibitors | 8.8% of 350,000 active; note: % is set by controls: 0 for no effect and ±100 for the full control effect; nearly all actives have a fitted effect of over 75% in size
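Chemiluminescent proximity detection of H3K9 monomethylation, read after 10 min bead incubation in the dark. Reaction: 20 nM G9a, 500 nM biotin-H3K9 peptide, 20 uM SAM cofactor, 2 h, room temperature, following 15 min enzyme-compound preincubation.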
HP1b binding inh: HP1-beta chromodomain-methylated histone interaction inhibition. P83916. AlphaScreen HP1-beta / biotin-H3K9me3 peptide binding. Potency, µM (doses to about 114 µM), inactives show at the highest dose activity change, negative = inhibition, actives largely listed as inhibitors. 0.56% of 390,000 active; note: nearly all actives have a fitted effect of over 70% in size; inactives centre near 23
Target sequence (P83916 whole entry, looked up): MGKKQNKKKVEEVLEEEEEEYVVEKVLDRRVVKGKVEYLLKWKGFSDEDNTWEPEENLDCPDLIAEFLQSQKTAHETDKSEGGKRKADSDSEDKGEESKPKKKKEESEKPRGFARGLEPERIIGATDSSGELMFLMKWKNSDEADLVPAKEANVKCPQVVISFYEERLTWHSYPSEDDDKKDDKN
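AlphaScreen: HP1-beta (50 nM) preformed 30 min with biotin-H3(1-18)K9me3 peptide (50 nM) in PBS pH 7.4, 0.01% Tween-20. Compound added for 30 min at RT, then streptavidin donor/nickel chelate acceptor beads (10 ug/mL) for 30 min.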
JMJD2A Tudor inh: JMJD2A Tudor domain (human) inhibition; O75164; AlphaScreen JMJD2A-Tudor / H3K4me3 peptide binding; Potency, µM (highest dose often 114 µM), without a hit: top-dose activity change, negative = inhibition, most hits filed as inhibitors; 4.4% of 390,000 active; AID 504339; note: % is set by controls: 0 for no effect and ±100 for the full control effect; nearly all actives have a fitted effect of over 50% in size
BLM inh: Bloom syndrome helicase (human) inhibition; P54132; recombinant BLM DNA unwinding, fluorescence dequenching; Potency, µM (titrated, usually from 56.1 µM), without a hit: at the top dose activity change, negative = inhibition, actives largely listed as inhibitors; 0.2% of 350,000 active; AID 2528;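 note: plate controls were vehicle for no effect and no enzyme for full effect; nearly all actives have a fitted effect of over 35% in size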
Tb PGK inh: T. brucei PGK inhibition; PGK/GAPDH coupled, Kinase-Glo luminescence, 60 min; Potency, µM (top dose mostly 57.5 µM), for inactives: at the top dose activity change, negative = inhibition, hits mostly inhibitors; 0.043% of 380,000 active; AID 602233; note: % is set by controls: 0 for no effect and ±100 for the full control effect; nearly all actives have a fitted effect of over 60% in size
Target sequence (P07378 whole entry, looked up): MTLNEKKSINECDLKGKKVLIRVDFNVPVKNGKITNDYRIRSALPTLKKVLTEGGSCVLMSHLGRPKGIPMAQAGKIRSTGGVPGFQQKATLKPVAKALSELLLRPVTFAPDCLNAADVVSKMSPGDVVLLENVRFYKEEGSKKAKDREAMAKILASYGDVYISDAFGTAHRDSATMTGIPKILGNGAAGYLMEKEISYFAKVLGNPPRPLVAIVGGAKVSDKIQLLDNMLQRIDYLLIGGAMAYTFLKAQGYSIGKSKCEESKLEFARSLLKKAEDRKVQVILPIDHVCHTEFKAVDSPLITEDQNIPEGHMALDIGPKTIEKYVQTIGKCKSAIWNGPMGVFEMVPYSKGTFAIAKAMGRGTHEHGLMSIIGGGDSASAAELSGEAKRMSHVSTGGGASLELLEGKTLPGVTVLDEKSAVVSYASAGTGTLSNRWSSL
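Recombinant glycosomal PGK reaction used 1,3-bisphosphoglycerate generated in-well by GAPDH (100nM final) in 100mM TEA pH 7.6, 5mM MgCl2, 0.01% Tween-20. After 60 minutes at room temperature, ATP was read by Kinase-Glo Plus luminescence end-point.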
An asterisk follows results filed as active; i = inactive; ? = inconclusive; / = not tested or not shown; & = joins results of further samples; [ ] = another dose, or the depositor's remark. Unless noted, calls come from the whole dose curve; as a rule, active = well fitted curve in the direction sought with a large enough effect; inconclusive = small, poorly fitted or top-dose-only effect, or another doubt; inactive = no such curve, though single readings can be large; an effect the other way counts as inactive or inconclusive. Potency is the fitted concentration of half-maximal effect.

BAZ2B inh	Pin1 inh	GLS inh	POLI inh	G9a block	HP1b binding inh	JMJD2A Tudor inh	BLM inh	Tb PGK inh	Structure
-12%	-5%	-2%	17%	-29%[59 µM]	45%[activator]	-16%	-1%	7%	Cc1cc(OC(C)C(=O)N2CCN(CCc3ccccn3)CC2)ccc1Cl (centres undefined)
-24%	-1%	14%	-15%	-3%	3%	-15%	-6%	-6%	COc1ccc(NC(=O)CN(C)C(=O)c2cc(-c3ccncc3)nc3ccccc23)cc1
32%[activator]	2%	-13%	?	-7%	-5%	-19%	2%	/	O=S(=O)(c1ccc(Cl)cc1)N1CCn2c1nc1ccccc12
-28%	-9%	1%	24%	-6%	29%	-5%	-8%	-3%	Cc1ccc(S(=O)(=O)N2CCOCCOCCOCCOCCOCC2)cc1
/	-5%	9%	105%[activator]	?	21%	-18%	1%	-3%	COc1ccc(S(=O)(=O)N2CCOCC2)cc1NS(=O)(=O)/C=C/c1ccccc1
/	-4%	0%	/	15%	-6%	-23%	-5%	-4%	CNS(=O)(=O)c1cccc(C(=O)OCC(=O)N(Cc2ccccc2)C(C)(C)C)c1
/	1%	-1%	18%	/	12%	-35%	/	i	Cc1cc(C(=O)N2CCN(c3ccccc3Cl)CC2)c(C)o1
-3%	?	3%	14%	-1%	30%	2%[57.1 µM]	-2%	-1%	CC12CN(S(=O)(=O)c3ccccc3)CC(C)(CN(S(=O)(=O)c3ccccc3)C1)C2
-29%	?	1%	7%	6%[59 µM]	64%[activator]	6%	0%	-4%	Cc1ccc(Cn2c(CCNC(=O)C(C)C)nc3ccccc32)cc1
-2%	?	6%	57%[activator]	11%[59 µM]	10%	-26%	-8%	-3%	Cc1nc2ccc(NC(=O)c3ccc(S(=O)(=O)N(C)c4ccccc4)cc3)cc2s1
6%	4%	1%	30%	?	10%	-21%	/	i	CCN(Cc1nc2cc(Cl)ccc2c(=O)[nH]1)C(=O)C1CC(=O)N(c2cccc3ccccc23)C1 (centres undefined)
1%	-2%	4%	-5%	21%	22%	-19%	2%	-1%	COC(=O)c1ccccc1NC(=O)Nc1nnc(N2CCCCC2C)s1 (centres undefined)
4%	5%	-22%	18%	13%[59 µM]	15%	?	-13%	i	COc1ccc(C(=O)Nc2nc3cc(OC)c(OC)cc3c(=O)[nH]2)cc1
9%	13%	1%	-8%	-1%	0%	-12%	-4%	i	O=C(Cn1ncn2c(cc3ccccc32)c1=O)NCCC1=CCCCC1
3%	28%	6%	?	42%[59 µM]	36%[activator]	-17%	-7%	-2%	COc1ccc(C(=O)N/C(N)=N/c2nc3ccccc3o2)cc1
9%	-3%	0%	37%[activator]	26%	35%	-11%	-3%	i	O=C(CN1C(=O)c2ccccc2C1=O)N(CCO)Cc1ccccc1
-32%	-6%	-2%	11%	20µM*	-3%	?	3%	-9%	Oc1cc2c(cc1CN1CCc3ccccc3C1)OCO2
7.9µM*	?	14%	7.1µM*	14µM*	45µM*	22µM*	-6%	?	O=C(O)c1ccc(-n2cccc2/C=N\NC(=O)c2cc3cc(Br)ccc3o2)cc1
-23%	-8%	-7%	-7%	-12%	50%[activator]	-18%	0%	i	O=c1c(Cc2c(F)cccc2Cl)c(O)ccn1CCCN1CCOCC1
-4%	0%	0%	8%	5%[0.501 µM]	22%	-8%	/	1%	CNc1ccc([N+](=O)[O-])cc1
4%	1%	-2%	-24%	-18%[2.33 µM]	43%[activator]	-7%	-4%	-7%	Cc1cc(C)n(/C(=C\N(C)C)C(=O)c2cccc([N+](=O)[O-])c2)n1
26%	27%	2%	5%	25%	81%[activator]	10%	-3%	i	COc1ccc(Cl)cc1NC(=O)C(C)N(C)Cc1cccc(Cl)c1Cl (centres undefined)
-25%	0%	-8%	-8%	6%	34%	-9%	2%	3%	Cc1cccc(OCc2nnc(SCC(=O)Nc3cccc(C(=O)N4CCOCC4)c3)n2C)c1
-35%	-9%	-7%	7%	?	-4%	?	-6%	i	COc1ccc(OC)c(CCNC(=O)c2ccc3c(c2)N(Cc2ccc(C)cc2)CCS3)c1
/	0%	14%	-2%	-7%[59 µM]	38%	-30%	-2%	i	CCOc1ccc(S(=O)(=O)N2Cc3ccccc3CC2C(=O)NCCCn2ccnc2)cc1 (centres undefined)
-9%	0%	20%	7%	?	-4%	-30%	0%	-4%	CC(C)(C)NC(=S)NNC(=O)c1ccccc1Cl
-23%	?	1%	10%	32µM*	62%[activator]	-5%	-1%	-9%	Cc1cnc(CNC(=O)CC2C(=O)NCCN2Cc2ccccc2C(F)(F)F)cn1 (centres undefined)
5%	3%	-3%	20%	4%[59 µM]	23%	-3%	0%	-3%	COc1ccc(C)cc1NC(=O)Cn1c(=O)c(C(F)(F)F)nc2ccccc21
-2%	52%[activator]	-3%	32%	7%[59 µM]	31%	-17%	-3%	1%	CC(C)CCSc1nnc2n(-c3ccccc3)c(=O)c3c4c(sc3n12)CC(C)CC4 (centres undefined)
0%	-8%	-6%	161%[activator]	-4%	51%[activator]	-5%	0%	1%	Cc1ccc(Cl)cc1NC(=O)CSc1nncn1-c1ccccn1
-3%	0%	-1%	18%	13%[59 µM]	23%	-7%	-1%	9%	Cc1cccc(Cn2c(=O)n(CC3CCC(C(=O)NC(C)C)CC3)c(=O)c3sccc32)c1 (centres undefined)
9%	0%	3%	1%	35µM*	15%	-5%	0%	7%	CCCOc1ccccc1NC(=O)/C=C/C(N)=O
?	-5%	7%	-1%	/	13%	-21%	-1%	i	CCOc1nc(Nc2ccc(OC)cc2OC)nc(OCC)n1
3%	4%	0%	1%	3%	26%	-16%	-4%	-1%	Cc1ccc2nc(Nc3ccc(C)c(C)c3)c3nncn3c2c1
-36%	2%	-2%	9%	20%	34%	-3%	-1%	-3%	O=C(Nc1ccc(Cl)cn1)c1ccc(Br)c(S(=O)(=O)N2CCCCC2)c1
3%	?	3%	8%	/	16%	-24%	-6%	-3%	COc1ccc(N(Cc2cc(=O)[nH]c3ccccc23)C(=O)CCl)cc1
/	-5%	-3%	33%[activator]	4%[59 µM]	8%	-16%	5%	2%	CCCN(CCC)CCCNC(=O)c1cn(C)c2ccc(S(=O)(=O)N3CCOCC3)cc2c1=O
8%	1%	-3%	17%	11%	47%[activator]	3%	-2%	9%	CC1CCN(C(=O)CCC(=O)N2CC(C)Oc3ccccc32)CC1 (centres undefined)
0%	20%	9%	-2%	?	7%	-23%	-1%	i	CCOc1ccc(/C=C2\SC(=O)N(CCNC(=O)C3COc4ccccc4O3)C2=O)cc1OC (centres undefined)
-9%	3%	17%	-3%	-2%	37%	-7%	-7%	11%	COc1cc(C2Nc3ccc4ncccc4c3C3=C2C(=O)CCC3)cc(OC)c1OC (centres undefined)
-3%	1%	-3%	8%	-10%[59 µM]	60%[activator]	5%	-1%	i	O=C(/C=C/c1ccccc1)N(c1ccccn1)C1CCCCC1
-14%	?	-5%	22%	13µM*	-16%	-27%	-6%	-1%	O=C(CC1Nc2ccccc2NC1=O)Nc1ccc2c(c1)OCO2 (centres undefined)
?	?	1%&12%&4%	-10%&-1%	4%[12.7 µM]	-4%&3%	?	0%&-2%&-3%&-8%	-4%&3%	CCc1nn(CCCN2CCN(c3cccc(Cl)c3)CC2)c(=O)n1CCOc1ccccc1
?	?	-3%	9%	?	-15%	71µM*	-5%	-3%	O=C(c1nc(-c2ccccc2)n(-c2ccccc2)n1)N1CCN(S(=O)(=O)c2ccccc2)CC1
/	5%	5%	41%[activator]	/	24%	-28%	/	0%	O=C(Cn1cnc2c(NCc3ccccc3)ncnc21)N1CCN(c2ccccn2)CC1
?	-17%	2%	-7%	3.5µM*	9%	-29%	-5%	i	c1ccc2c(c1)CCN2CCN1CCc2ccccc21
11%	0%	0%	26%	12%[12.7 µM]	0%	-17%	/	i	CCC(C)N(C(=O)CSc1nnc(-c2ccco2)n1C)C1CCS(=O)(=O)C1 (centres undefined)
-28%	2%	13%	3%	-25%	7%	-23%	1%	5%	O=C(C1CCN(S(=O)(=O)c2ccc3ccccc3c2)CC1)N1CCN(c2ncccn2)CC1
-1%&5%	-6%&0%	0%&-20%	32%&-5%[activator]	3%	38%&14%	-18%&-14%	0%&-2%	-9%&-7%	CCCCNC(=O)C1CCC(CNS(=O)(=O)c2ccc(C)cc2)CC1 (centres undefined)
/	1%	1%	-25%	6%[59 µM]	26%	-8%	1%	-14%	CSc1cccc(NS(=O)(=O)c2ccc3[nH]cc(C(=O)N4CCCC4)c(=O)c3c2)c1
-6%	8%	11%	11%	-24%[12.7 µM]	27%	-12%	0%	-3%	O=C(O)C1CCCN1C(=O)Oc1ccccc1 (centres undefined)
-2%	-2%	-10%	83%[activator]	4%	14%	-10%	2%	-4%	COC(=O)c1ccc(C2NCCc3cc(OC)c(OC)cc32)cc1 (centres undefined)
2%	4%	0%	-25%	-4%	17%	-4%	-2%	-7%	COc1ccc(C(=O)N2CCN(CCNC(=O)C(=O)Nc3ccc(Br)cc3)CC2)cc1

Record cards, as listed above:
`COc1ccc(C(=O)N2CCN(CCNC(=O)C(=O)Nc3ccc(Br)cc3)CC2)cc1` is entered as BAZ2B inh = 2%; Pin1 inh = 4%; GLS inh = 0%; POLI inh = -25%; G9a block = -4%; HP1b binding inh = 17%; JMJD2A Tudor inh = -4%; BLM inh = -2%; Tb PGK inh = -7%
`COC(=O)c1ccc(C2NCCc3cc(OC)c(OC)cc32)cc1` (centres undefined) is entered as BAZ2B inh = -2%; Pin1 inh = -2%; GLS inh = -10%; POLI inh = 83%[activator]; G9a block = 4%; HP1b binding inh = 14%; JMJD2A Tudor inh = -10%; BLM inh = 2%; Tb PGK inh = -4%
`CSc1cccc(NS(=O)(=O)c2ccc3[nH]cc(C(=O)N4CCCC4)c(=O)c3c2)c1` is entered as BAZ2B inh = /; Pin1 inh = 1%; GLS inh = 1%; POLI inh = -25%; G9a block = 6%[59 µM]; HP1b binding inh = 26%; JMJD2A Tudor inh = -8%; BLM inh = 1%; Tb PGK inh = -14%

Screening data as filed in PubChem BioAssay.

A portion of the library, so the mix of outcomes need not match the whole.
